mouse IAP activators = activators of mouse IAP, confirmation, biochemical, luminescence, single concentration (AID 434970); intestinal alkaline phosphatase [Mus musculus]; purified mouse IAP, CDP-Star luminescence, 30 min; hits give low values; activity change, negative = activation, % at 10 µM; 11,000 compounds, 2.9% hits; in the data active = activity change below about -85%;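 also: percent relative to enzyme plus DMSO wells and wells without enzyme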
mouse IAP activators Fold change = further read-out of mouse IAP activators, marked with its call; activation factor; measured here: IAP activation factor; hits give high values;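 fold luminescence change scaled to plate control wells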
Starred values were filed as active, the others as inactive. Not all compounds are listed, so the mix of outcomes need not match the whole.

SMILES	mouse IAP activators	mouse IAP activators Fold change
CCC(C)c1ccc(O)c(/C=N/O)c1 (stereo unspecified)	10	0.9
Cc1cccc(N2CCN(C(=O)CCn3c(=O)[nH]c4ccccc4c3=O)CC2)c1C	-5	1.1
O=C(c1ccccc1C(=O)N1CCN(c2ccc(F)cc2)CC1)N1CCN(c2ccc(F)cc2)CC1	-5	1.1
CCOc1ccc(OCCCCN2CCCC2)cc1	4	0.96
COc1cc(OC)c2c(c1O)OC(c1ccccc1)CC2=O (stereo unspecified)	62	0.38
C[C@H]1CN([C@@H](C)CO)C(=O)c2cccc(NC(=O)Nc3ccc(C(F)(F)F)cc3)c2O[C@@H]1CN(C)S(=O)(=O)c1ccc(Cl)cc1	-47	1.5
COC(=O)c1c(-c2ccc(Br)cc2)noc1N	6	0.94
CC(NC(=O)c1ccc(CS(=O)(=O)c2cccc(C(F)(F)F)c2)o1)c1ccc2c(c1)OCCO2 (stereo unspecified)	9	0.91
Cc1nn2c(-c3ccccc3)ccnc2c1-c1ccccc1	14	0.86
CCN(CC)S(=O)(=O)c1cccc(C(=O)NC(C(=O)Nc2nnc(C3CC3)s2)C(C)C)c1 (stereo unspecified)	8	0.92
CCCc1nc2ccc(NC(=O)NCCC(=O)OCC)cc2c(=O)n1Cc1ccc(Cl)cc1	-38	1.4
CCOC(=O)CCCCNCc1ccccc1	7	0.93
C=CCn1c(-c2ccc(Cl)cc2)c[nH]c1=S	5	0.95
N#Cc1ccc(-c2ccc3c(c2)OCO3)nc1SCC(=O)OCc1ccccc1	12	0.88
CN(CC(=O)NC(c1ccccc1)c1ccccc1)Cc1nc2ccccc2c(=O)[nH]1	-171*	2.7*
CCCCCn1c(=O)[nH]c2cc(C(=O)NCc3ccc4c(c3)OCO4)ccc2c1=O	5	0.95
O=C(Nc1ccccc1)/C(=C\c1ccncc1)NC(=O)c1ccccc1	4	0.96
Cc1cc(C(=O)CSc2nnnn2-c2ccccc2)c(C)n1CCc1ccccc1	9	0.91
Cc1cc[n+](-c2nc3ccccc3nc2C(=C=[N-])C#N)cc1	7	0.93
CN=C1N(C)C[C@@H]2[C@@H]3C(=O)N(C)C(=O)[C@@H]3[C@](Cc3ccccc3)(C(=O)OC)N12	12	0.88
NS(=O)(=O)c1ccc(NC(=S)NC(=O)/C=C/c2ccco2)cc1	77	0.23
O=C1c2ccccc2CC1Sc1nnc(-c2ccncc2)o1 (stereo unspecified)	16	0.84
O=C(CN1C(=O)C2C3C=CC(C3)C2C1=O)NCCN1CCCc2ccccc21 (stereo unspecified)	0	1
COc1cc(NC(=O)CSc2nnc(Cn3nnc4ccccc43)n2C)cc(OC)c1	6	0.94
Cc1ccc(Cl)cc1N1CCN(C(=O)Cc2cn(C)c3ccccc23)CC1	1	0.99
COCc1ccc(CN2CCC(C(=O)Nc3cccc(-c4cccc(Cl)c4)c3)CC2)o1	-336*	4.4*
Cc1ccc(NC(=O)C2CCN(C(=O)NC3CCCCC3)CC2)c(C)c1	-2	1
CCn1c(CNc2ccc(F)cc2)nnc1SCC(=O)N1CCCc2ccccc21	1	0.99
CCS(=O)(=O)N1CCN(C(=O)c2cccnc2)CC1	-2	1
O=C(NCc1ccco1)c1ccc(Cn2c(=O)c3ccccc3n(Cc3ccc(Cl)cc3)c2=O)cc1	-4	1

Not a retest: an excerpt of the list.
SMILES	mouse IAP activators	mouse IAP activators Fold change
CCOc1ccc(OCCCCN2CCCC2)cc1	4	0.96
COc1cc(OC)c2c(c1O)OC(c1ccccc1)CC2=O (stereo unspecified)	62	0.38
C[C@H]1CN([C@@H](C)CO)C(=O)c2cccc(NC(=O)Nc3ccc(C(F)(F)F)cc3)c2O[C@@H]1CN(C)S(=O)(=O)c1ccc(Cl)cc1	-47	1.5
COC(=O)c1c(-c2ccc(Br)cc2)noc1N	6	0.94
CC(NC(=O)c1ccc(CS(=O)(=O)c2cccc(C(F)(F)F)c2)o1)c1ccc2c(c1)OCCO2 (stereo unspecified)	9	0.91
Cc1nn2c(-c3ccccc3)ccnc2c1-c1ccccc1	14	0.86
CCN(CC)S(=O)(=O)c1cccc(C(=O)NC(C(=O)Nc2nnc(C3CC3)s2)C(C)C)c1 (stereo unspecified)	8	0.92
CCCc1nc2ccc(NC(=O)NCCC(=O)OCC)cc2c(=O)n1Cc1ccc(Cl)cc1	-38	1.4
CCOC(=O)CCCCNCc1ccccc1	7	0.93
C=CCn1c(-c2ccc(Cl)cc2)c[nH]c1=S	5	0.95
N#Cc1ccc(-c2ccc3c(c2)OCO3)nc1SCC(=O)OCc1ccccc1	12	0.88
CN(CC(=O)NC(c1ccccc1)c1ccccc1)Cc1nc2ccccc2c(=O)[nH]1	-171*	2.7*
CCCCCn1c(=O)[nH]c2cc(C(=O)NCc3ccc4c(c3)OCO4)ccc2c1=O	5	0.95
O=C(Nc1ccccc1)/C(=C\c1ccncc1)NC(=O)c1ccccc1	4	0.96
Cc1cc(C(=O)CSc2nnnn2-c2ccccc2)c(C)n1CCc1ccccc1	9	0.91
Cc1cc[n+](-c2nc3ccccc3nc2C(=C=[N-])C#N)cc1	7	0.93
CN=C1N(C)C[C@@H]2[C@@H]3C(=O)N(C)C(=O)[C@@H]3[C@](Cc3ccccc3)(C(=O)OC)N12	12	0.88
NS(=O)(=O)c1ccc(NC(=S)NC(=O)/C=C/c2ccco2)cc1	77	0.23
O=C1c2ccccc2CC1Sc1nnc(-c2ccncc2)o1 (stereo unspecified)	16	0.84
O=C(CN1C(=O)C2C3C=CC(C3)C2C1=O)NCCN1CCCc2ccccc21 (stereo unspecified)	0	1
COc1cc(NC(=O)CSc2nnc(Cn3nnc4ccccc43)n2C)cc(OC)c1	6	0.94
Cc1ccc(Cl)cc1N1CCN(C(=O)Cc2cn(C)c3ccccc23)CC1	1	0.99
COCc1ccc(CN2CCC(C(=O)Nc3cccc(-c4cccc(Cl)c4)c3)CC2)o1	-336*	4.4*
Cc1ccc(NC(=O)C2CCN(C(=O)NC3CCCCC3)CC2)c(C)c1	-2	1
CCn1c(CNc2ccc(F)cc2)nnc1SCC(=O)N1CCCc2ccccc21	1	0.99
CCS(=O)(=O)N1CCN(C(=O)c2cccnc2)CC1	-2	1
O=C(NCc1ccco1)c1ccc(Cn2c(=O)c3ccccc3n(Cc3ccc(Cl)cc3)c2=O)cc1	-4	1

Later entries:
SMILES	mouse IAP activators	mouse IAP activators Fold change
N#Cc1cccc(NC(=O)CCNS(=O)(=O)c2ccc3[nH]c(=O)oc3c2)c1	75	0.25
CC1CC(C)CN(CCOc2ccc(Cl)cc2Cl)C1 (stereo unspecified)	5	0.95
CC(C)N(C(=O)[C@H]1C[C@H](CC(=O)NCc2cccc(C(F)(F)F)c2)C(=O)N2CCc3c([nH]c4cc(-c5ccco5)ccc34)[C@]12C)C(C)C	0	1
CN1CCc2c(sc3c2c(=O)n(-c2ccccc2)c2nnc(SCc4ccccc4)n32)C1	0	1
CCOC(=O)c1ccoc1CSCC(=O)N1CCN(S(=O)(=O)c2ccc(C)cc2)CC1	13	0.87
c1coc(CSSCc2ccco2)c1	75	0.25
Cc1cccc(NC(=S)NCCN(C2CCCCC2)C2CCCC2)c1	-23	1.2
COc1cccc(Cn2cnc3c(NS(=O)(=O)c4cccc(Cl)c4Cl)c(C)c(C)cc32)c1	6	0.94
NS(=O)(=O)c1ccc(NC(=O)COC(=O)CCNC(=O)NC23CC4CC(CC(C4)C2)C3)cc1	-4	1
O=C(Nc1cc(Cl)cc(Cl)c1)N1CCCC1	-62	1.6
CC(NC(=O)Cn1nnc(-c2ccncc2)n1)c1ccccc1 (stereo unspecified)	-1	1
CC(C)COP(=O)(c1ccc(N(C)C)cc1)C(O)c1ccccn1 (stereo unspecified)	-5	1
Cc1cccc(NS(=O)(=O)c2ccc(C)c(C(=O)OCC(=O)Nc3cc(C)on3)c2)c1	2	0.98
O=C(CSc1nnc(-c2cccs2)n1-c1ccccc1)NCc1ccc2c(c1)OCO2	7	0.93
C=CCn1c(SCC(=O)c2ccc(O)c(O)c2)nnc1-c1cccc(OC)c1	46	0.55
COc1ccccc1CNC(=O)c1cnn2c(C(F)F)cc(C)nc12	11	0.89
Cc1cc(N)n(-c2ncnc3scc(-c4ccccc4)c23)n1	6	0.94
CCc1ccc(NC(=O)C2CC(=O)N(C(C)C)C2)cc1 (stereo unspecified)	7	0.93
CCCn1c(N2CCN(CC(=O)NCc3cccs3)CC2)nc2ccccc21	1	0.99
COC(=O)[C@H](C)N(Cc1ccc(Cl)c(Cl)c1)S(=O)(=O)CCN1CCCC1	3	0.97
O=C(CSc1nc(-c2ccccc2)nn1C(=O)c1ccccc1)Nc1cccc([N+](=O)[O-])c1	7	0.93
Cc1ccc(C)c(N2CCN(C(=O)CCc3nc(-c4ccccc4C)no3)CC2)c1	-1	1
O=C(O)Cn1c(SCc2cccc3ccccc23)nc2ccccc21	-9	1.1
CCc1[nH]c(C)c(C(C)=O)c1C	-11	1.1
COc1cc(/C=N/N=C(/N)c2nonc2N)cc(Br)c1OCc1ccccc1C	15	0.85
CCC(=O)Nc1nonc1-c1nc2ccccc2n1Cc1cccc2ccccc12	14	0.86
NC(=O)c1cc2cc(Cl)ccc2oc1=O	2	0.98
COc1ccc(-n2nc(C(=O)NCC(=O)Nc3ccccn3)c3ccccc3c2=O)cc1Cl	10	0.91
CCCCOC(=O)c1ccc(NC(=O)Nc2ccc(OC)c(OC)c2)cc1	-64	1.6
NC(=S)n1[nH]c(-c2ccc([N+](=O)[O-])cc2)c(N=Nc2ccc(O)cc2)c1=O	29	0.71
CC1(C)NC(=O)N(CNc2cc(Cl)ccc2Cl)C1=O	-7	1.1
O=C(COC(=O)c1cccnc1Nc1cccc(C(F)(F)F)c1)NCCN1C(=O)CSC1=O	1	0.99
CC(C)C(=O)N[C@@H]1c2ccccc2CC[C@@H]1OCc1ccccc1	-4	1
N#CC1=C(N)Oc2n[nH]c(-c3cccs3)c2C1c1cccnc1 (stereo unspecified)	-3	1
Cc1ccc(Nc2nc(CSc3nnnn3-c3ccccc3)cc(=O)[nH]2)cc1	7	0.93
Cc1ccc(SCCC(=O)Nc2c(C)n(C)n(-c3ccccc3)c2=O)cc1	4	0.96
CCN1C(=O)c2ccc(C(=O)Nc3nccs3)cc2C1=O	2	0.98
COc1ccccc1CNC(=O)Cn1nnc(-c2ccncc2)n1	6	0.94
CC(=O)NCc1ccc(-c2csc(N)n2)s1	77	0.23
CCCN(C(=O)CSc1nnc(-c2ccoc2C)n1N)C1CCS(=O)(=O)C1 (stereo unspecified)	11	0.89
Cc1ccc2cc3c(N)c(C(=O)N4CCOCC4)sc3nc2c1	-6	1.1
C#CCOCCOCCOCCNc1nc(N2CCN(C(=O)CCCCCCCCCCNC(=O)[C@H]([C@@H](C)CC)n3cc(CCCCN=C(N)N)nn3)CC2)nc(N2CCN(C(=O)CCCCCCCCCCNC(=O)[C@H](CCCCN)n3cc(C[C@@H](C)CC)nn3)CC2)n1	-758*	8.6*
CC1CCCCC1NC(=O)CCS(=O)(=O)c1cccc2nonc12 (stereo unspecified)	2	0.98
COc1ccc(OC)c(S(=O)(=O)N2CCC(C(=O)NCc3ccccc3)CC2)c1	1	0.99
COc1cccc(-c2sc3ccc(OC)cc3c2-c2ccc(OCCN3CCCC3)cc2)c1	-3	1
COC(=O)Cn1nc(C)c2ccccc2c1=O	2	0.98
CCOC(=O)N1CCC(NC(=O)C(Cc2ccccc2)NC(=O)c2ccco2)CC1 (stereo unspecified)	-6	1.1
CCc1ccc(NS(=O)(=O)c2ccc3[nH]cc(C(=O)NCC4CCCO4)c(=O)c3c2)cc1 (stereo unspecified)	-11	1.1
NS(=O)(=O)c1ccc(CCNC(=O)COC(=O)C2CCCN2C(=O)c2cccs2)cc1 (stereo unspecified)	-2	1
COc1ccccc1-c1cc(C(F)(F)F)nc(N2CCOCC2)n1	-4	1
Clc1cc(NCc2cccs2)ccc1N1CCOCC1	7	0.93
CC[C@]12c3[nH]c4ccc(Cl)cc4c3CCN1C(=O)[C@@H](CC(=O)NCc1cccc(C(F)(F)F)c1)C[C@@H]2C(=O)N1CCN(C(=O)C2CC2)CC1	-15	1.2
OCc1ccccc1N=c1ssnc1Cl	11	0.89
O=C(COC(=O)c1cccs1)c1ccc2ccccc2c1	12	0.88
Cc1cnc(NC(=O)CSc2ncc(-c3ccccc3)n2Cc2ccco2)s1	-4	1
C=CCc1cccc2cc(C(=O)NNC(=O)CC#N)c(=O)oc12	55	0.45
C=CCNC(=O)C(C)N1C(=O)c2ccccc2C1=O (stereo unspecified)	-2	1
Cc1cc(NS(=O)(=O)c2ccc(Nc3nc(-c4sc(N)nc4C)cs3)cc2)no1	59	0.41
CC[C@]12c3[nH]c4cc(CCC(=O)N(C)C)ccc4c3CCN1C(=O)[C@@H](CC(=O)NCCCOC)C[C@@H]2C(=O)N1CCN(C(=O)C2CC2)CC1	-9	1.1
O=c1cc(CSc2ccc(Cl)cc2)nc(N2CCOCC2)[nH]1	-12	1.1
CCOc1ccc(CCNC(=O)CCc2c(C)nc3ncnn3c2C)cc1OCC	7	0.93
CCOc1ccccc1NC(=O)N1CCC(NC(=O)c2cccc(C)c2)CC1	2	0.98

Screening data from PubChem BioAssay.
